Screening results from PubChem.
TRPC4 block – inhibitors of mouse TRPC4 channel, primary screen, Fluo4 calcium, HEK293 TRPC4beta/mu-opioid cells | Short transient receptor potential channel 4 (Mus musculus), Q9QUQ5 | DAMGO-evoked Fluo4 calcium flux; stronger effect = lower value | B-score at 10 µM | hit rate 0.39% among 300,000 | AID 2247, 2010;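 active = B-score over 3 SD under the library average, no early fluorescence shift, positive overall ratio signal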
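Test system – stable TRPC4beta/mu-opioid receptor HEK293 cells · Probe or stimulus – DAMGO, a submaximal dose followed by a maximal one · Dosing – one concentration per compound · Signal – Fluo4 calcium fluorescence by kinetic imaging, 5 s 1 Hz baseline · Evaluation – per-well B score of integrated baseline-normalized Fluo4 ratio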
TMEM16A inh – TMEM16A chloride channel inhibitors, primary screen, cell-based, HTS. hit rate 1.2% among 310,000. normalized B-score (activity score, 25-100; higher = stronger inhibition) at 10 µM. Anoctamin-1 (Mus musculus), Q8BHY3. AID 588511, 2011. HEK293 TMEM16A/YFP iodide influx fluorescence, ionomycin;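 active = ratio plate-corrected score three or more library SD toward inhibition, starting fluorescence score within five deviations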;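 note: score derived from kinetic fluorescence span divided by baseline fluorescence per well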
MrgX1 allo act – positive allosteric modulators of MrgX1, primary screen, HEK293 cells, Fluo-4 calcium flux | Mas-related G-protein coupled receptor member X1 (Homo sapiens), Q96LB2 | FDSS; stronger effect = higher value | B-score at 10 µM | hit rate 0.63% among 310,000;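 active = plate-corrected calcium response at least 3 library SD above typical, normal starting fluorescence, not activating the receptor alone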;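 note: compound read alongside a low EC10 to EC30 dose of BAM8-22 agonist; peak minus trough fluorescence over baseline measured at the second addition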
Target sequence (Q96LB2 whole entry, looked up): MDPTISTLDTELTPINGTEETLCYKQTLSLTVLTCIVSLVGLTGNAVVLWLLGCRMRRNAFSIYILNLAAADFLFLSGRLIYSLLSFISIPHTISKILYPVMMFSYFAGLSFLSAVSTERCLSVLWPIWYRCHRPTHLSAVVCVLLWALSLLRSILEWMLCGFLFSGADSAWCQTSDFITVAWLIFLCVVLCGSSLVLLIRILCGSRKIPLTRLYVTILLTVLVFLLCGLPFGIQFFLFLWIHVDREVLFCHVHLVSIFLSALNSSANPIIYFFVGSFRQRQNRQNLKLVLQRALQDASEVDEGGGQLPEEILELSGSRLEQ
TRPC4 act – activators of mouse TRPC4 channel, primary screen, Fluo4 calcium, HEK293 TRPC4beta/mu-opioid cells | B-score at 10 µM | Short transient receptor potential channel 4 (Mus musculus), Q9QUQ5 | hit rate 0.49% among 310,000 | Fluo4 calcium fluorescence; stronger effect = higher value;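 active = B-score above 5 SD of library B-scores, and initial fluorescence ratio not above library mean plus 5 SD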;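 note: positive B-score marks a calcium rise read as TRPC4 activation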
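Assay system: HEK293 cells stably co-expressing mouse TRPC4beta and mu-opioid receptor / Timing: Fluo4 dye loading 45 min at room temperature, 110 s recording / Signal: Fluo4 calcium-sensitive dye fluorescence, kinetic, 1 Hz baseline / Read-out: integrated baseline-normalised fluorescence ratio, converted to per-well B score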
TRPC6 inh – mouse TRPC6 channel inhibitors, primary screen, cell-based, HEK293, membrane potential dye | ACh-evoked depolarization; stronger effect = lower value | B-score at 10 µM | hit rate 1.1% among 310,000;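 active = B-score under library mean minus 3 SD, initial fluorescence not abnormally high, positive integrated signal ratio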;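 note: B-score derived from integrated fluorescence ratio over the kinetic read; more negative B-score means stronger inhibition of depolarization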
TMEM16A act – TMEM16A chloride channel activators or potentiators, primary screen, cell-based, HTS; Anoctamin-1 (Mus musculus), Q8BHY3; HEK293 TMEM16A/YFP-H148Q/I152L, iodide quench fluorescence; stronger effect = lower value; B-score at 10 µM; hit rate 0.3% among 340,000; AID 623877, 2012;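 active = fluorescence-ratio B-score plate-corrected deviation score at least 3 library SD below zero, with starting fluorescence score within 5 deviations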;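 note: channel opened by trigger with iodide after compound preincubation; score built on the fluorescence ratio of max minus min over baseline; more negative score means more quench and so TMEM16A activation or potentiation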
MrgX1 ag – agonists of human MrgX1 receptor, primary screen, HEK293 cells, Fluo-4 calcium flux; Mas-related G-protein coupled receptor member X1 (Homo sapiens), Q96LB2; Fluo-4 calcium fluorescence, agonist mode; stronger effect = higher value; B-score at 10 µM; hit rate 0.44% among 310,000;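 active = calcium response B-score plate-corrected fluorescence ratio at least 3 library SD, with starting fluorescence B-score inside 5 SD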
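Test system: HEK293 cells stably expressing human MrgX1 receptor; amount: 15,000 cells per well; doses: compound delivered in addition one of three; times: overnight plating before 1 h dye loading; detection: Fluo-4 NW calcium-flux fluorescence, kinetic read; read-out basis: B-scored fluorescence response ratio; controls: positive and negative controls per plate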
MrgX1 antagonist – antagonists of human MrgX1 receptor, primary screen, HEK293 cells, Fluo-4 calcium flux; Mas-related G-protein coupled receptor member X1 (Homo sapiens), Q96LB2; BAM8-22 antagonism; stronger effect = lower value; B-score at 10 µM; hit rate 1.3% among 310,000; AID 588676, 2011;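 active = calcium-response B-score plate-corrected more than 3 library SD below zero, starting fluorescence within 5 deviations, no agonist response on first addition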;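 note: peak minus trough fluorescence over baseline after final BAM8-22 challenge near maximal dose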
TRPC6 activator – mouse TRPC6 channel activators, primary screen, cell-based, HEK293, membrane potential dye; B-score at 10 µM; hit rate 0.13% among 310,000; HEK293-TRPC6 membrane potential dye fluorescence; stronger effect = higher value;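 active = B-score of the integrated fluorescence ratio above library mean plus 3 SD, and starting fluorescence ratio within library mean plus 5 SD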;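 note: higher score means more depolarization so channel activation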
SKKanGAS inh – S. pyogenes SKKanGAS growth inhibitors in kanamycin, primary screen, streptokinase expression inhibitor project, SKKanGAS strain, BacTiter-Glo luminescence; 6 h; inhibition, % at 7.5 µM; hit rate 1.3% among 300,000;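 active = mean replicate score, as percent of positive control median, at least 50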;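 note: strain carries kanamycin resistance gene driven by streptokinase promoter and grows in 40 µg/ml kanamycin; loss of luminescence reflects streptokinase promoter inhibition or plain growth inhibition; 0% = median of DMSO wells and 100% = positive control at its reference dose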
TRPC4 potent – positive allosteric modulators of TRPC4, primary screen, cell-based, mouse TRPC4beta, HEK293 mu-opioid, Fluo-4 calcium; DAMGO EC20, Fluo-4 Ca2+ flux; stronger effect = higher value; hit rate 0.42% among 310,000; B-score at 10 µM;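 active = B-score of calcium response area above 5 SD of library B-scores, with initial fluorescence ratio within 5 SD of library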;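 note: B-score of integrated fluorescence ratio over time as area under calcium response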
* hit, by the source's call; i = inactive; nt = no result given. Compounds as they come, and some 6.7% of all compounds hit somewhere here.

SMILES	TRPC4 block	TMEM16A inh	MrgX1 allo act	TRPC4 act	TRPC6 inh	TMEM16A act	MrgX1 ag	MrgX1 antagonist	TRPC6 activator	SKKanGAS inh	TRPC4 potent
C/C(CCC12CC3CC(CC(C3)C1)C2)=N\NC(N)=S	i	i	i	i	i	i	i	i	i	0.1	i
CC(O)CNc1nc2ccccc2n1CC(=O)NC12CC3CC(CC(C3)C1)C2 (stereo not given)	i	i	7.4*	i	i	i	i	i	i	-3.3	i
O=C(Nc1ccc(Cl)cc1)c1ccc2ncsc2c1	i	i	i	i	i	i	i	i	i	-2.3	i
CCCNC(=O)c1ccc2c(=O)n(Cc3ccco3)c(=S)[nH]c2c1	i	i	i	i	i	i	i	i	i	1.1	i
COc1ccc(N=C2C(=O)Nc3ccccc32)cc1	i	i	i	i	i	i	i	i	i	-2.8	i
Cc1ccc2nc(C)cc(N/N=C/c3ccc(F)cc3)c2c1	i	i	i	i	i	i	i	i	i	5.2	i
CCC(CO)Nc1ncnc2c1cnn2-c1ccc(Cl)cc1 (stereo not given)	i	i	i	i	i	i	i	i	i	-6.1	i
Cn1c(=N)n(CC(O)c2ccccc2)c2ccccc21 (stereo not given)	i	i	i	i	i	i	i	i	i	-0.7	i
Cc1nc(C(=O)N(C)C)nn1-c1ccc(Cl)cc1Cl	i	i	i	i	i	i	i	i	i	-8.8	i
O=C(O)c1cc(S(=O)(=O)N2CCOCC2)c(Sc2ccccn2)cc1Sc1ccccn1	i	nt	nt	i	i	i	nt	nt	i	-3.3	i
O=C(Nc1nnc(-c2ccco2)o1)c1cccc(Cl)c1	i	i	7.53*	i	i	i	i	i	i	88.1*	i
O=C(O)/C=C\C(=O)Nc1ccc(N2CCN(c3cccc(Cl)c3)CC2)cc1	i	i	i	i	i	i	i	i	i	-14.3	i
O=C(c1ccc(F)cc1Cl)N1CCN(CCc2ccccc2)CC1	i	i	i	i	i	i	i	i	i	1.9	i
COc1ccc(C)cc1NC(=O)C(C)N(c1ccc(C)cc1)S(C)(=O)=O (stereo not given)	i	i	7.58*	i	i	i	i	i	i	4.2	i
O=C(COC(=O)c1cc(-c2cccs2)nn1-c1ccccc1)Nc1cc([N+](=O)[O-])ccc1Cl	i	i	i	i	i	i	i	i	i	-5.9	i
COC(=O)CON1C(=O)c2ccccc2C1=O	i	i	i	i	i	i	i	i	i	8.1	i
O=C(CN1C(=O)COc2ccccc21)c1ccc(Cl)cc1	i	i	i	i	i	i	i	i	i	-5.1	i
CCOC(=O)c1cc(C#N)c(SCc2cccc3ccccc23)nc1C	i	i	i	i	i	i	i	i	i	7.3	i
O=C(OCC(=O)N1CCCC1)c1ccc(S(=O)(=O)Nc2ccccc2)cc1	i	i	12.2*	i	i	i	i	i	i	1.4	i
CCCc1cc(C(=O)N/N=C/c2ccc(C)o2)c2ccccc2n1	i	i	i	i	i	i	i	i	i	2.0	i
C/C(=N\NC(=O)c1ccccc1Cl)c1ccccn1	i	i	i	i	i	i	i	i	i	41.3	i
CS(=O)(=O)c1ccc(Cl)c(NC(=O)COC(=O)c2cccc(C#N)c2)c1	i	i	i	i	i	i	i	i	i	-1.5	i
Cc1ccc2c(C)c(C(=O)Nc3ccc(S(=O)(=O)Nc4onc(C)c4C)cc3)oc2c1	i	i	i	i	i	i	i	i	i	65.0*	i
N#Cc1ccc(-c2cn3c(n2)SCC3)cc1	i	i	i	i	i	i	i	i	i	2.2	i
c1ccc(NCn2cncn2)nc1	i	i	i	i	i	i	i	i	i	2.0	i
COc1ccc(Cc2c(O)nc(SCC(C)C)[nH]c2=O)cc1	i	i	i	i	i	i	i	i	i	-1.5	i
C[C@@H]1CC=C[C@H]2[C@H]1C(=O)N(Cc1ccccc1)[C@H]2c1ccc2ccccc2c1	i	i	i	i	i	i	i	i	i	43.7	i
O=C(CNC(=O)c1ccc2c(c1)OCO2)Nc1ncccc1O	i	i	i	i	i	i	i	i	i	6.3	i
O=C(COc1ccc(S(=O)(=O)NC2CCCCC2)cc1)N1CCN(c2ccc(F)cc2)CC1	nt	i	i	nt	nt	i	i	i	nt	nt	nt
CC(CCc1ccccc1)NC(=O)CSc1nccc(=O)[nH]1 (stereo not given)	i	i	i	i	i	i	i	i	i	1.8	i
CCOc1ccccc1N1C(=O)CC(Sc2nccc(C)n2)C1=O (stereo not given)	i	i	i	i	i	i	i	i	i	-0.5	i
O=C(CN(C(=O)CCC(=O)Nc1nccs1)C1CCCC1)NCc1ccc2c(c1)OCO2	i	i	i	i	i	i	i	i	i	-8.8	i
CCSc1nnc(N2C(=O)c3ccc(C(=O)c4ccc(C(=O)O)cc4)cc3C2=O)s1	i	i	i	i	i	i	i	i	i	6.0	i
CCCc1nnc(NC(=O)CCC(=O)Nc2ccc(F)cc2)s1	i	i	i	i	i	i	i	i	i	7.7	i
CC12CCC(=O)N1C(C(=O)NCc1ccc(Cl)cc1Cl)CS2 (stereo not given)	i	i	i	i	i	i	i	i	i	-0.6	i
CN1C2C=C(N(CCc3ccccc3)C(=O)c3ccc(Cl)cc3)CC1CC2 (stereo not given)	i	i	i	99*	i	i	i	i	i	-8.5	i
COC(=O)c1ccc2[nH]c3c(c2c1)CC(C)CC3 (stereo not given)	i	i	i	i	i	i	i	i	i	7.3	i
CC1CC(NC(=O)CCn2c(=O)oc3ccccc32)CC(C)(C)C1 (stereo not given)	nt	i	i	nt	nt	i	i	i	nt	nt	nt
Cn1c(=O)oc2cc(S(=O)(=O)NCCC(=O)NCc3ccc(F)cc3)ccc21	i	i	i	i	i	i	i	i	i	-7.6	i
COc1ccccc1CNC(=O)COC(=O)Cn1cnc2ccccc21	i	i	i	i	i	i	i	i	i	-9.2	i
COc1ccc(S(=O)(=O)Nc2c(F)cccc2F)cc1	i	i	i	i	i	i	i	i	i	1.6	i
CCCCN1C(=O)C(NC(C)=O)c2ccccc21 (stereo not given)	i	i	i	i	i	i	i	i	i	0.1	i
C=CCc1c(C)nc(-c2ccccc2)nc1Nc1ccccc1O	i	i	i	i	i	i	i	i	i	-11.0	i
O=C(c1ccco1)N1CCN=C1SCc1ccccc1Cl	i	i	i	i	i	i	i	i	i	9.3	i
Cc1ccc(S(=O)(=O)N2CCC(C(=O)N3CCC(C(=O)NCc4cccnc4)CC3)CC2)cc1	i	i	i	i	i	i	i	-6.63*	i	0.0	i
COc1ccc(-c2noc3c2-c2nc(-c4ccc(C)cc4)sc2CC3)cc1	i	i	i	i	i	i	i	-4.64*	i	1.6	i
Nc1nc(N)c(N=Nc2ccc(S(N)(=O)=O)cc2)c(=O)[nH]1	i	i	i	i	i	i	i	i	i	-1.6	i
O=C(NCc1ccco1)c1cccs1	i	i	i	i	i	nt	i	i	i	0.5	i
CCn1c(SCC(=O)Nc2cc(C)on2)nnc1-c1ccc(C)cc1	i	i	i	i	i	i	i	i	i	5.3	i
CCCCNC(=O)Nc1nc2ccccc2s1	i	i	i	i	i	i	i	i	i	16.2	i

Additional entries
SMILES	TRPC4 block	TMEM16A inh	MrgX1 allo act	TRPC4 act	TRPC6 inh	TMEM16A act	MrgX1 ag	MrgX1 antagonist	TRPC6 activator	SKKanGAS inh	TRPC4 potent
O=C(Oc1ccc2cccc(OC(=O)N3CCOCC3)c2c1)N1CCOCC1	i	i	i	i	i	nt	i	i	i	-2.4	i
COc1ccc2[nH]cc(C(=O)NCCc3ccccc3)c(=O)c2c1	i	i	i	i	i	i	i	i	i	-18.5	i
Cc1nc2ccc([N+](=O)[O-])cc2nc1C	i	i	i	i	i	i	i	i	i	-14.1	i
COc1ccccc1NC(=O)CSc1ncn[nH]1	i	i	i	i	i	i	i	i	i	-4.1	i
CC(=O)c1ccc(NC(=O)CSc2nc(=O)n3cccc(C)c3n2)cc1	i	i	i	i	i	i	i	i	i	-10.7	i
N#CC1=C(N)Oc2n[nH]c(-c3ccccc3)c2C12C(=O)Nc1ccccc12 (stereo not given)	i	i	i	i	i	i	i	i	i	-5.6	i
CCC(C)n1nccc1NC(=O)C(C)Cl (stereo not given)	i	i	i	i	i	i	i	i	i	-3.9	i
CN(C)c1cccc(C(=O)OCC(=O)NC2CCCC2)c1	i	i	i	i	i	i	i	i	i	-1.9	i
COc1ccccc1NC(=O)c1cc2ccccc2nc1C	i	i	i	i	i	i	i	i	i	2.4	i
O=c1nc2ccccc2c(NS(=O)(=O)c2ccc(Cl)cc2)n1-c1ccccc1	i	i	i	i	i	i	i	i	i	1.3	i
O=c1c2sccc2nc(SCc2cc(=O)n3ccccc3n2)n1Cc1ccccn1	i	i	i	i	i	nt	i	i	i	3.6	i
N#C/C(=C(/O)CN1CCCC1)c1nc(-c2ccccc2)cs1	i	i	i	i	i	i	i	i	i	0.3	i
CC(=O)N1c2ccc(S(=O)(=O)CCC(=O)O)cc2CC1C (stereo not given)	i	i	i	i	i	i	i	i	i	-3.5	i
CC(C)(C)c1ccc(COn2c(=O)c(-c3ccco3)[n+]([O-])c3ccccc32)cc1	i	i	i	i	i	i	i	i	i	10.7	i
CCCCNS(=O)(=O)c1ccc2nc(-c3cccnc3)cc(C(=O)NCCCN(CC)CC)c2c1	i	i	i	i	i	nt	i	i	i	-5.6	i
